ERK EGF inh: inhibitors of EGF-stimulated ERK signaling pathway. HEK293-V1b, EGF-stimulated phospho-ERK AlphaScreen. Potency, µM (highest dose often 11.5 µM), inactives show at the top dose activity change, negative = inhibition, usual class: inhibitors. AID 1454. 0.41% of 130,000 active; active means well fitted inhibition curve with a large enough effect; inconclusive means small, poorly fitted or top-dose-only effect, or effect the other way;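 further: plate controls were stimulated vehicle wells for no effect and unstimulated vehicle basal for full effect; nearly all actives have a fitted effect of over 55% in size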
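HEK293 cells stably expressing V1b receptor, serum-reduced (1% FBS) overnight, pretreated 30 min with compound, then stimulated 5 min with 25 nM EGF; phospho-ERK detected by AlphaScreen SureFire. AC50 from Hill fits, normalized to DMSO and EGF.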
* hit, by the source's call; ? = inconclusive; [ ] = another dose, or the depositor's remark. Potency means the concentration at half of the fitted maximal effect.

SMILES	ERK EGF inh
O=C(N/N=C/c1cccc(C(F)(F)F)c1)c1ccc(O)cc1	6%
CCOC(=O)C1(Cc2cccc(F)c2)CCN(C(=O)c2ccoc2C)CC1	-1%
CO[C@@]12C[C@@H](COC(=O)c3cncc(Br)c3)CN(C)[C@H]1Cc1cn(C)c3cccc2c13	-3%
Cn1c(=O)oc2cc(S(=O)(=O)N3CCc4ccccc43)ccc21	2%[57.5 µM]
O=C(CN(C(=O)Cn1nnc(-c2ccccc2F)n1)c1cnc2ccccc2c1)NCC1CCCO1 (stereo not drawn)	3%
Cc1c(Cl)cccc1NC(=S)NC1CCN(C(C)C)CC1	4%
COC(=O)c1ccc(N2C(=O)c3cc(N4CCOCC4)c([N+](=O)[O-])cc3C2=O)cc1	0%
CCOc1ccc(C(=O)Nc2cccc3ncccc23)cc1Br	6%
N#CC1=C(Nc2ccccc2Cl)SC(c2ccccc2O)NC1=O (stereo not drawn)	?
Cn1c(=O)[nH]c(=O)c2c1nc(N/N=C/C(Br)=C/c1ccccc1)n2CCO	-9%[57.5 µM]
CC(C)N1CCC(N2CCN(CCCc3ccccc3)CC2CCO)CC1 (stereo not drawn)	3%
COC(=O)c1cc(-c2ccc(NC(C)=O)cc2)nc2ccccc12	-43%

Some of the entries so far, bar-delimited:
structure | ERK EGF inh
O=C(N/N=C/c1cccc(C(F)(F)F)c1)c1ccc(O)cc1 | 6%
CCOC(=O)C1(Cc2cccc(F)c2)CCN(C(=O)c2ccoc2C)CC1 | -1%
CO[C@@]12C[C@@H](COC(=O)c3cncc(Br)c3)CN(C)[C@H]1Cc1cn(C)c3cccc2c13 | -3%
Cn1c(=O)oc2cc(S(=O)(=O)N3CCc4ccccc43)ccc21 | 2%[57.5 µM]

The list goes on.
SMILES	ERK EGF inh
Cc1ccc2oc(=O)n(CCOc3ccccc3C)c2c1	6%
CNC(=O)CCN(Cc1ccco1)S(=O)(=O)c1ccc(OC)c(OC)c1	1%[57.5 µM]
N#C/C(=C/c1ccc(Br)o1)C(N)=S	-1%[57.5 µM]
CCOC(=O)c1cc(C)[nH]c(=O)c1C#N	13%[57.5 µM]
O=C1NC(c2cccc([N+](=O)[O-])c2)Oc2ccccc21 (stereo not drawn)	-10%
CCOc1ncccc1C(=O)OCC(=O)Nc1cc(S(=O)(=O)N(CC)CC)ccc1C	-12%[57.5 µM]
CCOC(=O)c1cnc2c(c(C)nn2C)c1Oc1ccccc1F	-3%[57.5 µM]
CN(c1ccccc1)S(=O)(=O)c1cccc(NC(=O)CN2CCc3ccccc3C2)c1	4%
O=C(O)c1ccc(-c2ccc(/C=N/Nc3ccc([N+](=O)[O-])cc3)o2)cc1	-5%[57.5 µM]
Clc1nc2nc3n(c2nc1Cl)CCC3	2%[57.5 µM]
O=C(CSC1=NCCS1)Nc1ccc2ccccc2c1	-9%
Cc1nn(C)cc1C1Nc2ccccc2C(=O)N1O (stereo not drawn)	-1%
COc1ccc(O[C@H]2C=C[C@@H](c3ccccc3)O[C@@H]2COC(=O)CCC(C)=NO[C@@H]2O[C@H](COC(C)=O)[C@@H](OC(C)=O)[C@H](OC(C)=O)[C@H]2OC(C)=O)cc1	4%
O=C(O)CC(NC(=O)C1CCCCC1)c1cc([N+](=O)[O-])ccc1Cl (stereo not drawn)	-15%
CCS(=O)(=O)c1ccc(O)c(NC(=O)NC2CCCCC2)c1	10%[57.5 µM]
COc1ccc(/C=N/NC(=O)CC2N=C(Cc3ccccc3)NNC2=O)cc1OC (stereo not drawn)	-7%
CC(=O)Cn1ncc(N2CCOCC2)c(Br)c1=O	-1%
CSCCC(NC(=O)/C(=C/c1ccc(F)cc1)NC(C)=O)C(=O)O (stereo not drawn)	-12%
Cc1cccc(OCC(O)CN2CCN(CCN3C(=O)c4cccc5cccc(c45)C3=O)CC2)c1C (stereo not drawn)	?
COc1cc(NC(=O)CSc2nncn2C)c(C)cc1[N+](=O)[O-]	-2%
Cc1ccc(NC(=O)CN2C(=O)N/C(=C\c3cccn3-c3cccc(C(=O)O)c3)C2=O)cc1	4%
CC(C)CC(=O)Nc1cccc(C(C)O)c1 (stereo not drawn)	-9%
O=C(/C=C/c1ccc([N+](=O)[O-])cc1)OCC(=O)N1c2ccccc2Sc2ccccc21	?
CC(=O)N1CCN(Cc2nc3cc(NC(=O)c4ccc(F)cc4)ccc3n2C)CC1	-1%

At a glance, some entries already given:
SMILES	ERK EGF inh
COc1ccc(O[C@H]2C=C[C@@H](c3ccccc3)O[C@@H]2COC(=O)CCC(C)=NO[C@@H]2O[C@H](COC(C)=O)[C@@H](OC(C)=O)[C@H](OC(C)=O)[C@H]2OC(C)=O)cc1	4%
O=C(O)CC(NC(=O)C1CCCCC1)c1cc([N+](=O)[O-])ccc1Cl (stereo not drawn)	-15%
CCS(=O)(=O)c1ccc(O)c(NC(=O)NC2CCCCC2)c1	10%[57.5 µM]

Going on with the list:
SMILES	ERK EGF inh
O=C(NC(=S)NCc1cccnc1)c1cc2ccccc2o1	-2%
Clc1ccc(-c2nc(/C=N/N3CCOCC3)c3ccccn23)cc1	1%
COc1ccc(C(=O)Nc2cc(C(C)=O)c(C)oc2=O)cc1	-12%
COc1ccc(C(=O)N2CCC(C(=O)Nc3ccccc3C)CC2)cc1OC	26%
Clc1ccc(Cn2cnc3ccccc32)cc1	?
Oc1ccc(C2Oc3cc(O)cc(O)c3CC2O)cc1 (stereo not drawn)	17%
Cc1nc(N2CCOCC2)c2nc(-c3ccccc3)n(CCN3CCCC3)c2n1	-4%
Nc1nc(SCn2nnc3ccccc3c2=O)n[nH]1	-8%
CCN(CC(=O)Nc1ccc(N2CCOCC2)cc1)C(=O)c1ccc(C(F)(F)F)cc1	-3%
COc1cccc(C2c3[nH]c4ccccc4c3CCN2Cc2cccc(C)n2)c1 (stereo not drawn)	3%
CC(C)CN1CCCC2(CCN(C(=O)c3cnccn3)CC2)C1	-11%
O=c1nc2n(c3c1oc1ccccc13)Cc1ccccc1-2	-9%[57.5 µM]
Cc1cccc(NC(=O)CN2C(=S)NC(C)(C)CC2C)c1C (stereo not drawn)	9%
COc1ccccc1OCC(=O)NCc1nc(-c2ccccc2)no1	-5%
Nc1ccccc1SC1CC(=O)N(c2ccc3c(c2)OCCO3)C1=O (stereo not drawn)	12%[57.5 µM]
COc1cc(/C=N/NC(=S)NCC2CCCO2)cc(OC)c1OC (stereo not drawn)	-7%[57.5 µM]
CCCn1c(C)nc2c(NCCCN(CC)CC)nc(C)nc21	0%
CCOc1cc(CNc2ccc(N3CCN(C(C)=O)CC3)cc2)cc(Br)c1OC	4%
COc1ccc(NC(=O)CN(C)C2CCCCC2)cc1Cl	9%[57.5 µM]
O=C(NN1C(=O)c2ccccc2NC12CCCCC2)c1ccccc1	-1%
COc1cc(OC)c(N(C)S(=O)(=O)c2cccc(C(=O)OCC(=O)c3c[nH]c4ccccc34)c2)cc1Cl	-2%
Cc1cc(C)nc(NC(N)=S)n1	-5%[57.5 µM]
CCN(c1ccccc1)C1(O)C(=O)c2ccccc2C1=O	1%[57.5 µM]
CC(C)(C)c1ccc(C(=O)N2CCCCCC2=O)cc1	9%
CCOC(=O)/C=C/C(=O)N1CCN(C(=O)/C=C/C(=O)OCC)CC1	3%[57.5 µM]
C=C(C)CNC(=O)CCc1nnc(Cc2cccc(C(F)(F)F)c2)o1	13%
CCCNC(=O)Nc1nc2ccccc2s1	-15%[57.5 µM]
Cc1cc(Nc2ccccc2)n(C(=O)c2ccc(N)cc2)n1	1%
C(=C\c1nnc2c3ccccc3ncn12)/c1ccccc1	?
CCCCc1nnc(NC(=O)Cn2cnc3ccccc3c2=O)s1	2%
N#CC(=C=[N-])c1nc2ccccc2nc1-[n+]1cccc(NC(=O)c2ccccc2)c1	?
CC(NC(=O)c1cnccn1)c1ccc(S(N)(=O)=O)cc1 (stereo not drawn)	10%[57.5 µM]
CCN(CC)C(=O)c1ccc(Nc2nnc(C)c3ccccc23)cc1	-9%
C=CC(=O)N1C/C=C\C(c2ccc(OC)cc2)N(Cc2ccc(F)cc2)C(=O)C1 (stereo not drawn)	-11%[57.5 µM]
Cc1onc(-c2ccccc2Cl)c1C(=O)NC(=S)Nc1ccc(C(C)C)cc1	-1%[57.5 µM]
COc1cccc(C(=O)N2CCN=C2SC)c1	4%
CC(NC(=O)C(=O)NCCC1=CCCCC1)c1ccccc1 (stereo not drawn)	8%
Cc1ccc2oc(C(F)(F)C(F)F)cc(=O)c2c1	-13%[57.5 µM]
O=C(C1=C[C@@H](c2ccc(C(F)(F)F)cc2)C[C@@H](OCc2ccc(CO)cc2)O1)N1CCN(Cc2ccccc2)CC1	-8%[57.5 µM]
Cc1onc(-c2c(Cl)cccc2Cl)c1NC(=O)NN(C)C	-16%[57.5 µM]
COC(=O)c1c(NC(C)=O)sc2c1CCCCC2	2%
COc1ccc(C(O)P(=O)(OC(C)C)OC(C)C)c(OC)c1 (stereo not drawn)	7%[57.5 µM]
COc1cccc(C(=O)Nc2c(F)cccc2F)c1	-9%[57.5 µM]
Cc1cc(C)n2nc(C(=O)N/N=C/c3ccc(O)cc3)nc2n1	-2%
CC1=C(C(N)=O)C(c2cccnc2)n2nc(SCc3ccccc3Cl)nc2N1 (stereo not drawn)	-2%
COC(=O)c1ccc2nc(-c3cccc(N)c3)cn2c1	-8%
COc1ccc(NC(=O)Nc2ccc(CC(=O)O)cc2)cc1	-5%
O=C(CN1CCSCC1)N/N=C/c1cccc(Cl)c1	-9%

6 records picked at random from the list so far, as already listed:
SMILES	ERK EGF inh
Cn1c(=O)[nH]c(=O)c2c1nc(N/N=C/C(Br)=C/c1ccccc1)n2CCO	-9%[57.5 µM]
Cc1nc(N2CCOCC2)c2nc(-c3ccccc3)n(CCN3CCCC3)c2n1	-4%
C(=C\c1nnc2c3ccccc3ncn12)/c1ccccc1	?
Cc1cccc(NC(=O)CN2C(=S)NC(C)(C)CC2C)c1C (stereo not drawn)	9%
Cc1c(Cl)cccc1NC(=S)NC1CCN(C(C)C)CC1	4%
Nc1ccccc1SC1CC(=O)N(c2ccc3c(c2)OCCO3)C1=O (stereo not drawn)	12%[57.5 µM]

Continuation:
SMILES	ERK EGF inh
Cc1cccnc1NC(=O)CCNS(=O)(=O)c1ccc2c(c1)c(=O)n(C)c(=O)n2C	-4%
CC(NC(=O)Nc1ccccc1)C(c1cccs1)N1CCN(c2ccccc2)CC1 (stereo not drawn)	-8%[57.5 µM]
Cc1cc(=O)oc2cc(OCC(=O)Nc3nnc(C4CC4)s3)ccc12	-2%[57.5 µM]
CCSc1ccccc1C(=O)Nc1ccc2c(c1)OCO2	8%
CCOC(=O)c1cnc2ccccc2c1Nc1cc(C(=O)O)ccc1C	-3%
COc1cc(C#N)c(NC(=S)N2CCOCC2)cc1OC	1%
Cc1cc(CNC(=S)Nc2ccc(Br)cc2Cl)nn1C	-10%
COc1ccc(/C=N/NC(=O)c2sc3nc(C)cc(C)c3c2N)cc1	-7%[57.5 µM]
COCCCNC(=O)c1ccccc1-c1cc(C)no1	3%[57.5 µM]
COc1ccc(C(=O)c2ccc(CC(=O)O)s2)cc1	-5%
CCOc1cccc(NC(=O)/C(C#N)=C/c2cccnc2)c1	13%[57.5 µM]
CCOC(=O)CSC1=NN2CCS(=O)(=O)N=C2S1	5%
O=C(O)c1ccccc1OC(=O)C12CC3CC(CC(C3)C1)C2	3%
COCC(=O)NNS(=O)(=O)c1ccccc1[N+](=O)[O-]	9%
COc1ccc(CCN2C(=O)CC(N3CCOCC3)C2=O)cc1 (stereo not drawn)	7%
C[C@]12CCC3c4ccc(OC(=O)c5ccccc5)cc4CCC3C1CCC2=O (stereo partly drawn)	21%
Fc1ccc(NC(=S)N2CCc3[nH]c4ccccc4c3C2)cc1	9%[57.5 µM]
CCOc1cc(C(=S)N2CCCC2)ccc1OCC(=O)Nc1c(C)cc(C)cc1C	14%
Cn1c(=O)n(C)c2cc(NS(=O)(=O)c3ccc(Cl)s3)ccc21	3%
O=C(CCc1ccc(S(=O)(=O)NCc2ccccc2)cc1)NCC1CCCO1 (stereo not drawn)	-3%
CCN(CC)P(=O)(Nc1cccc(C(F)(F)F)c1)c1ccc(N(C)C)cc1NC(=O)c1ccco1 (stereo not drawn)	-6%
CCOc1ccc(NC(=O)CN(C)CC(=O)Nc2ccc(Br)cc2F)cc1OCC	-4%
CCCNC(=O)Nc1ccc(C(F)(F)F)cc1	5%
O=c1c(Cc2c(F)cccc2Cl)c(O)ccn1CCc1ccccn1	-9%
O=C(NCCN1CCOCC1)c1ccc2c(c1)N(Cc1c(F)cccc1Cl)C(=O)c1ccccc1S2	-8%
COC(=O)c1ccc2c(=O)[nH]c(CSc3nnc(C(F)(F)F)n3C)nc2c1	5%
COc1ncc2nc(CCc3ccccc3)c(=O)n(C3CC3)c2n1	12%
COc1ccc(C(O)C(CC(=O)NCCCOC(C)C)C(=O)NCCCOC(C)C)cc1OC (stereo not drawn)	1%
CC(C)(C)c1cc(CCC(=O)NNC(=O)c2ccco2)cc(C(C)(C)C)c1O	-5%
S=c1[nH]nc(NCCc2ccccc2)s1	-20%
CC1(C)CC2CC(C)(CN2/C=C2/CCCCC2=O)C1 (stereo not drawn)	-5%[57.5 µM]
COc1ccc(CCn2c(C(C)C)nc3c(c(=O)c4ccccc4n3C)c2=O)cc1	-5%
Cc1nc2nc(SCC(=O)O)nn2c(C)c1Cc1c(F)cccc1Cl	4%[57.5 µM]
CC(C)N1CCc2c(sc(NC(=O)c3ccc(S(=O)(=O)N4CCOCC4)cc3)c2C(N)=O)C1	10%
Cn1c(N)c(C(=O)COC(=O)CCC2CCCC2)c(=O)n(C)c1=O	22%
COCCCNC(=S)NNC(=O)c1ccccn1	7%
CCC(Sc1nccn1C)C(=O)Nc1cccc2ccccc12 (stereo not drawn)	-2%
CCCCn1cnc(C(=O)OCC)c1N	-5%
Cc1cc(Nc2ccc(C(C)C)cc2)n2ncnc2n1	6%
O=C(NCc1ccccn1)c1cc(-c2ccc(Cl)cc2)oc1C(F)(F)F	-5%[57.5 µM]
Cc1ccc2nc(NC(=O)c3ccc(-c4nc5ccccc5s4)s3)sc2c1	-4%

Screening results: PubChem BioAssay, National Center for Advancing Translational Sciences (NCATS)

An excerpt. The share of hits here may be higher or lower than overall.
